Bioassay records (PubChem)
GlmU inhibition = inhibition of mycobacterial GlmU enzyme – biochemical, glucosamine-1-phosphate acetyltransferase (AID 1376); M. tuberculosis GlmU acetyltransferase enzyme assay; higher % means a stronger effect; 220,000 tested, 0.25% active; inhibition, %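 (tested at 30 µM in the primary screen)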, or IC50 in µM where a hit was titrated; in the data active = inhibition above about 13%;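 note: 0% = complete reaction with vehicle and 100% = reaction without substrate; strong numbers were not always called active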
RmlCD inh 1536 = inhibitors of Mycobacterium tuberculosis RmlC and RmlD coupled enzymes; RmlC+RmlD coupled enzyme assay, percent inhibition; primary screen in compound mixtures; inhibition, % at 3.6 µM; 160,000 tested, 0.03% active; AID 1533; in the data active = inhibition mostly above about 34%, no sharp cut-off; note: some results filed as inactive read as strong as hits
Target sequence (P9WH09 whole entry, looked up): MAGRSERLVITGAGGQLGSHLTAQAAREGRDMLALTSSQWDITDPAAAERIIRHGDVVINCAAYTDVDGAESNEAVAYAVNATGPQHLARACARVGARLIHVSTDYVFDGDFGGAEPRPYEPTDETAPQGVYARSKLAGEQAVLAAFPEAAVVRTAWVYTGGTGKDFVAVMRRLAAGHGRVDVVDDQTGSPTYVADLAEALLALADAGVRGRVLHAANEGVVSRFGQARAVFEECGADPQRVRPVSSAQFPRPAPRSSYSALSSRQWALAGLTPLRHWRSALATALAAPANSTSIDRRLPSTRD
Target sequence (P9WH11 whole entry, looked up): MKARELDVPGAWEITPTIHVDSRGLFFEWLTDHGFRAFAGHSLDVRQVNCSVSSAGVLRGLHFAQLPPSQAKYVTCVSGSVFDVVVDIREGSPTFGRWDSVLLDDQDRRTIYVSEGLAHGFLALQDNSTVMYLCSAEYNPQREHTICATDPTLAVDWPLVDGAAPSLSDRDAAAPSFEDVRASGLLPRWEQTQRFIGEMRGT
Starred values were filed as active, the others as inactive; x = no result given; & = joins results of further samples. An excerpt; count on the stated rates, not on these rows.

SMILES | GlmU inhibition | RmlCD inh 1536
Clc1cccc(CSc2ncn(-c3ccccc3)n2)c1 | 5.9% | x
O=C1NC(=O)N(Cc2ccccc2)C(=O)/C1=C/c1cnn(-c2ccccc2)c1 | -3.9% | 3
CN(C)c1ccc(/C=N/N(Cc2ccccc2)c2ccccc2)cc1 | -2.1% | 17
CCOC(=O)/C(=C\c1ccc([N+](=O)[O-])o1)NC(=O)c1ccccc1 | 7.0% | 28
O=C(N[C@@H](Cc1ccccc1)C(=O)NC1CCCCCC1)c1ccco1 | 4.5% | -7
CCN(CC)S(=O)(=O)c1ccc(C(=O)N2CCc3ccccc32)cc1 | 0.5% | -9
Cn1nccc1C(=O)Nc1cccc(C(F)(F)F)c1 | -4.9% | 5
CCN(CC)S(=O)(=O)c1cccc(-c2nnc(SCCOc3ccccc3)o2)c1 | -1.3% | -10
Cc1ccc(NC(=O)C2CCCCC2)c(O)c1 | 0.8% | x
Cc1ccc(S(=O)(=O)NCC(=O)OCC(=O)Nc2ccccc2OC(F)F)cc1 | 1.5% | -4
O=C1OCC(c2ccccc2)=C1c1ccc(S(=O)(=O)N2CCOCC2)s1 | -0.4% | -9
Cc1noc(C)c1S(=O)(=O)Nc1ccccc1OC(F)(F)F | -1.1% | -5
CCOC(=O)NC(=O)c1cn(CCNCCO)c(=O)[nH]c1=O | 3.3% | -15
CC(C)NC(=O)COc1ccc(S(=O)(=O)N(C)Cc2ccccc2)cc1 | -2.0% | 3
O=C(/C=C/c1ccc(Cl)cc1)NCCN1CCOCC1 | 0.6% | 10
CO/N=C/NC(=O)NOCc1ncc(C(F)(F)F)cc1Cl | -2.8% | x
Clc1ccccc1Cc1noc(CN2CCSCC2)n1 | -9.3% | 4
O=[N+]([O-])c1ccc(-c2ccc(/C=N/c3c(-c4ccco4)nc4ccccn34)o2)cc1 | x | 20
COc1ccc(N=Nc2nc3cc(Br)c(Br)cc3n2C)c(OC)c1 | -3.5% | 1
Cc1ccc(S(=O)(=O)NNC(=S)Nc2ccccc2)cc1 | -2.1% | 12
Cc1ccc(NC(=O)CN2C(=O)NC3(CCCc4ccccc43)C2=O)cc1S(=O)(=O)N1CCOCC1 (stereo unspecified) | -1.8% | -4
Nc1ccc2oc(-c3ccccc3Cl)nc2c1 | 3.6% | 5
Cn1c(=O)[nH]c(=O)c2c1nc(NCc1ccco1)n2Cc1ccccc1Cl | 3.9% | x
O=C1CS/C(=N/N=C/c2ccccc2)N1Cc1ccco1 | x | -3
CCCCNC(=S)NNC(=O)c1ccco1 | 5.5% | x
Cc1cc(C(=O)CN2C(=O)NC(Cc3c[nH]c4ccccc34)C2=O)c(C)n1C (stereo unspecified) | -2.3% | 0
CCOC(=O)c1c(C)[nH]c(C)c1C(=O)COc1ccc(NC(=O)c2ccco2)cc1 | 1.5% | x
CCSc1nnc(C)c(=O)n1COC(=O)c1ccc(S(=O)(=O)N2CCCC2)cc1 | 0.5% | 15
CNC(=O)[C@@]1(C)C=C[C@@H](Cc2ccccc2)N1C(=O)OC | -1.5% | x
COc1ccc(/C=N/Nc2nc(N)cc(Cl)n2)cc1OC | 6.3% | x

A draw from above in order of molecular weight, high to low:
SMILES | GlmU inhibition | RmlCD inh 1536
Cn1c(=O)[nH]c(=O)c2c1nc(NCc1ccco1)n2Cc1ccccc1Cl | 3.9% | x
Cc1cc(C(=O)CN2C(=O)NC(Cc3c[nH]c4ccccc34)C2=O)c(C)n1C (stereo unspecified) | -2.3% | 0
CC(C)NC(=O)COc1ccc(S(=O)(=O)N(C)Cc2ccccc2)cc1 | -2.0% | 3
O=C(N[C@@H](Cc1ccccc1)C(=O)NC1CCCCCC1)c1ccco1 | 4.5% | -7
Cc1noc(C)c1S(=O)(=O)Nc1ccccc1OC(F)(F)F | -1.1% | -5
O=C(/C=C/c1ccc(Cl)cc1)NCCN1CCOCC1 | 0.6% | 10

Continued:
SMILES | GlmU inhibition | RmlCD inh 1536
CCC1CCCCN1CCCNC(=O)c1cc2c(Cl)nc3ccccc3c2s1 (stereo unspecified) | -14% | 1
CCOc1ccc(N2C(=O)CCC2=O)cc1 | 1.1% | -4
CCCn1c(=S)[nH]c2cc(C(=O)N3CCc4ccccc43)ccc2c1=O | 1.6% | 3
N#CN=C(N)c1ccccc1 | 0.6%&-2.2% | x
Cc1cc(C)c(C#N)c(SCC(=O)N2CCN(Cc3ccccc3)CC2)n1 | -3.6% | 1
CC1CCN(C(=O)CSc2nnc(-c3ccco3)o2)CC1 | 0.8% | 8
CC(C)N1CCC(N2CCN(Cc3ccc(-c4ccccc4Cl)o3)CC2CCO)CC1 (stereo unspecified) | -7.0% | -10
COc1ccc(N=C2SC(C(=O)Nc3ccc(F)cc3)CC(=O)N2C)cc1 (stereo unspecified) | -3.2% | -11
CN(C)CCC(=O)c1ccc(F)cc1 | 2.5% | -12
Cc1[nH]c(=S)[nH]c(=O)c1CCCO | 3.2% | x
COC(=O)c1ccccc1NC(=O)CN(C1CCCCC1)S(C)(=O)=O | 1.2% | 19
COC(=O)CNC(=O)CNC(=O)Nc1ccccc1 | 12% | x
O=C(CSc1nc2nc3c(cc2c(=O)n1-c1ccccc1)CCCC3)Nc1cccc2ccccc12 | -0.6% | 9
c1ccc2c(c1)oc1c(N3CCN(Cc4ccc5c(c4)OCO5)CC3)ncnc12 | 4.2% | x
CSc1ccccc1C(=O)Nc1ccc(C)c(C)c1 | 2.0% | x
Oc1ccccc1CN(Cc1ccco1)CC(O)COCc1ccc(Cl)cc1 (stereo unspecified) | 0.1% | 6
COc1ccccc1-n1c(SCC(=O)Nc2ccc3c(c2)OCO3)nc2c(c1=O)SCC2 | x | 9
O=[N+]([O-])/C(=C\Nc1ccccc1)S(=O)(=O)c1ccccc1 | 2.3% | x
O=C(Nc1nncs1)c1cc2c(s1)CCC2 | -0.5% | -6
O=c1cc(N2CCC3(CC2)OCCO3)[nH]c(=O)n1-c1ccc(Cl)cc1 | 0.0% | -5
COc1ccccc1NS(=O)(=O)c1ccc(NC(=O)c2nc3nc(C)cc(C(F)F)n3n2)cc1 | -1.7% | 3
Cc1ccc(NC(=O)CSc2nnc(-c3n[nH]c4ccccc34)n2-c2ccccc2)c(C)c1 | -6.7% | 1
CCc1cc(C(=O)c2ccc(OC)cc2)c(NC(=O)CN2CCCCC2)s1 | -1.8% | 0
COc1ccc(C(=O)NCc2nnc(SCC(=O)NO)n2Cc2ccccc2)cc1 | 3.1% | -7
COC(=O)c1ccccc1NC(=O)N1CSC[C@H]1C(=O)OC | 2.0% | 14
Cc1nc2sc(C(c3cccs3)N3CCC4(CC3)OCCO4)c(O)n2n1 (stereo unspecified) | -2.2% | -1
Cc1cc(-c2nn(-c3ccccc3F)cc2CN(C)CC(O)CO)c(C)s1 (stereo unspecified) | 0.7% | x
CC1(C)CC(=O)c2cc(NC(=O)c3ccccc3)c(=O)oc2C1 | -7.6% | 10
C/C(=N\NC(=O)COc1ccc(C(C)(C)C)cc1)c1ccc2c(c1)OCCO2 | -3.9% | -5
CCOc1ccccc1NC(=O)CCS(=O)(=O)c1cccc2nonc12 | -1.5% | 12

Quoted at random: two compounds from above, in no set order.
SMILES | GlmU inhibition | RmlCD inh 1536
COc1ccccc1-n1c(SCC(=O)Nc2ccc3c(c2)OCO3)nc2c(c1=O)SCC2 | x | 9
COc1ccc(C(=O)NCc2nnc(SCC(=O)NO)n2Cc2ccccc2)cc1 | 3.1% | -7

Look-ups from the entries so far.
Cc1nc2sc(C(c3cccs3)N3CCC4(CC3)OCCO4)c(O)n2n1 (stereo unspecified) @ GlmU inhibition: -2.2%
COc1ccccc1-n1c(SCC(=O)Nc2ccc3c(c2)OCO3)nc2c(c1=O)SCC2 @ RmlCD inh 1536: 9

Going on with the list:
Compound	GlmU inhibition	RmlCD inh 1536
CC(=O)c1cccc(NC(=O)C(=O)c2cn(CC(=O)N3CCCCC3)c3ccccc23)c1	2.6%	4
COC(=O)CCCCCCCCCC[N+]1(C)CCCCC1	2.5%	x
O=C(CCC(=O)c1cccs1)NC1CCCCCC1	-1.6%	5
CN=C1S/C(=C\c2cc(C)n(-c3ccccc3F)c2C)C(=O)N1C	0.9%	-1
CC(C(=O)NC1CCCC1)N(C(=O)CS(=O)CC(=O)Nc1ccc(F)cc1)c1ccc2c(c1)OCCO2 (stereo unspecified)	1.0%	-5
Cc1ccc2[nH]c(=O)c(CN(Cc3ccco3)C(=O)c3cccs3)cc2c1	-3.5%	7
O=C(CCSc1ccccc1)NCCSc1ccccn1	-1.5%	x
CCOC(=O)c1ccc(Nc2ncccc2[N+](=O)[O-])cc1	-1.7%	x
CCOC(=O)c1ccccc1NC(=O)COC(=O)c1ccc(C)c(S(=O)(=O)N2CCOCC2)c1	-1.2%	-2
Cc1cc(C)c(NC(=S)N(CCCN2CCOCC2)Cc2cccnc2)c(C)c1	-1.5%	7
Cc1cc(C)c2sc(N(CCN(C)C)C(=O)c3c(F)cccc3F)nc2c1	-0.9%	-11
Cc1nn(Cc2ccccc2)c(C)c1/C=N/NC(=O)c1ccncc1	0.8%	13
Cc1ccc(NNC(=O)C(=O)N2CCCCC2)cc1	2.1%	7
CCc1c(C)c2cc(Cl)c(O)c(CN(C)C)c2oc1=O	2.3%	-3
COC(=O)C(NC(=O)c1ccco1)(Nc1nc(C)cs1)C(F)(F)F (stereo unspecified)	8.7%	-7
Cc1cccc(NC(=O)CSc2ccc(-c3ccco3)nn2)c1C	-1.6%	11
CCOC(=O)c1ccc(NC(=O)c2cn(-c3ccccc3)nc2-c2ccncc2)cc1	1.4%	11
CN(CC(=O)Nc1cc(S(=O)(=O)N2CCOCC2)ccc1Cl)C1CCS(=O)(=O)C1 (stereo unspecified)	-3.2%	-7
O=C(NCCCN1CCCC1=O)c1ccc(Cl)c(Cl)c1	11%	8
C=CCN(CC=C)C(=S)Nc1ccc2nsnc2c1	-1.1%	6
O=[N+]([O-])c1cccc(/C(=N/N=C/c2ccccc2Br)C23CN4CN(CN(C4)C2)C3)c1	-2.2%	x
COCC(=O)NC1(c2nnnn2CCOC(=O)Nc2ccc(Cl)cc2)CCCCC1	-9.2%	7
CCOC(=O)C1CCN(C(=S)NC2CCCC2)CC1	-1.1%	-11
COc1cnn(-c2ccc(C)cc2)c(=O)c1Cl	-4.5%	-4
COc1ccccc1-c1ccc(/C=C2/C=C(CC(C)C)OC2=O)o1	2.7%	x
CN(c1nc2c(c(=O)n(C)c(=O)n2C)n1CC(=O)c1ccccc1)C1CCCCC1	1.3%	x
CC(=O)c1ccc(NC(=O)COC(=O)CCc2ccc(S(=O)(=O)N3CCOCC3)cc2)cc1	-0.9%	x
Cc1cc(C(=O)OC(C(=O)Nc2cccc(C(F)(F)F)c2)c2ccccc2)c(C)o1 (stereo unspecified)	-2.6%	3
COC(=O)Cn1cc(C#N)c2ccccc21	0.7%	x
Cc1ccc(-c2c(C)sc(=NC(=O)c3ccco3)n2C)cc1	6.9%	x
CCOC(=O)C1=C(C)Nc2ccccc2N=C1NC(=O)C(c1ccccc1)c1ccccc1	0.9%	-8
CN(C(=O)c1ccccn1)c1nnc(-c2cccnc2)s1	4.2%	-4
Cc1ccc2nc(NC(=S)NC(=O)c3cccs3)sc2c1	-0.5%	7
CCCCN1C(=O)C2C(c3ccc(OC)cc3O)NC(CC(C)C)(C(=O)O)C2C1=O (stereo unspecified)	-2.0%	-10
COCCn1c(C)cc(/C=N/NC(=O)c2cccnc2)c1C	-1.9%	x
O=C1N(Cc2cccnc2)C[C@@H]2C[C@@H](c3cccc(OC4CCCC4)c3)N3CCC[C@@]123	6.6%	-3
CCN(CC)C(=O)C1CCCN(Cc2ccccc2F)C1 (stereo unspecified)	4.5%	-8
Cc1nc(N)nc(C)c1Cc1ccccc1	-3.0%	6
Cc1ccc(N(CC(=O)N2CCN(C3CCCCC3)CC2)S(=O)(=O)c2cccnc2)cc1	3.4%	x
O=C(CNC(=O)c1ccccc1)NCc1ccc(Cl)cc1	-1.0%	7
Oc1ccccc1C1Nc2cccc3cccc(c23)N1	5.0%	4
CCC(C)NC(=O)C1CCN(S(=O)(=O)N2CCOCC2)CC1 (stereo unspecified)	-2.3%	-41
COc1ccccc1-c1ccc(SCc2ccc(F)cc2)nn1	-2.4%	32
CC12C(=O)N(c3ccc(OC(=O)c4ccco4)cc3)C(=O)C1C1c3ccccc3C2c2ccccc21 (stereo unspecified)	2.7%	-4
CS(=O)(=O)c1ccc(C(=O)OCc2nnc(-c3ccc(Cl)cc3)o2)cc1[N+](=O)[O-]	0.1%	x
O=C(CSc1nnc2ccccn12)NC(=O)NC1CCCC1	7.1%	x
O=C(Cn1cc(C(F)(F)F)ccc1=O)N/N=C/c1cccc(Cl)c1	-1.9%	x
COc1ccc(/C=C/c2nc(N)nc(-c3ccccc3O)n2)cc1	-1.2%	-15
Cc1ccc(CN2CCN(Cc3ccccc3F)CC2)cc1	2.3%	x
O=C(OCC(=O)N1CCCC1)c1c2c(nc3ccccc13)CCCCC2	5.3%	12
N#Cc1nc(COc2ccc(F)cc2)oc1N1CCCCC1	-0.4%	3
COc1ccc(N2CCN(C(c3cccs3)C(C)NS(=O)(=O)c3ccccc3)CC2)cc1 (stereo unspecified)	x	3
COc1cccc(Cn2cnc3c(NS(=O)(=O)c4ccc(Cl)cc4Cl)c(C)c(C)cc32)c1	-6.3%	x
COc1ccc(CC(=O)NNS(=O)(=O)c2ccc(F)cc2)cc1OC	0.2%	-25
COC(=O)CCCC1=CC2=C(c3ccccc3)C(=O)C(C)(OC(=O)C3CCCC3)C(=O)C2=CN1CC(C)C (stereo unspecified)	-3.2%	x
Cc1ccc(-c2csc(N/N=C/c3ccco3)n2)cc1	2.9%	x
N=c1sccn1CC(=O)NCCc1ccc(Cl)cc1Cl	-0.3%	x
COc1ccc(-c2csc(NCc3ccco3)n2)cc1C	4.1%	16
Cn1c(-c2ccccc2)nc2cnccc21	-0.1%	7
CCCN(Cc1ccccc1)C(=S)Nc1cccc(C)c1C	-3.8%	x
COc1ccc(CN(C(=O)COc2ccccc2)c2ccccc2C(=O)O)cc1	0.9%	9
O=C(N/N=C/c1ccco1)C1(O)c2ccccc2-c2ccccc21	-7.7%	0
